Scp-1 inhibitor – Scp-1 phosphatase inhibitors, primary screen, biochemical, colorimetric, uHTS | inhibition, % at 20 µM | Carboxy-terminal domain RNA polymerase II polypeptide A small phosphatase 1 (Homo … | Recombinant Scp1, phosphopeptide, malachite green phosphate absorbance | 340,000 tested, 0.88% active;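 active = inhibition above about 50% at 20 µM, limit read from the data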;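 note: plate controls were DMSO wells with enzyme for no effect and wells lacking enzyme for full effect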
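Test system: SCP-1 phosphatase catalytic domain, residues 76-261; measured by: colorimetric phosphate reagent with accelerator and stabiliser, absorbance at 630 nm; timing: enzyme reaction 45 min at room temperature, colour 5 min, stabilisation 30 min; also added: Phosphorylated 17-residue peptide substrate; compound dosing: one concentration, 20 µM, with 1.0% DMSO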
Rpn11 block – Rpn11 (PSMD14) deubiquitinase inhibitors, primary screen, biochemical, fluorescence polarization, uHTS; 26S proteasome non-ATPase regulatory subunit 14 (Homo sapiens), O00487; 360,000 tested, 0.59% active; human 26S proteasome, Ub4-pepOG fluorescence polarization; 20S core pre-blocked with epoxomicin; calls only at 20 µM;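 active = inhibition at 20 µM, scaled to each plate's controls, above about 33%, limit read from the data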
Target sequence (O00487 whole entry, looked up): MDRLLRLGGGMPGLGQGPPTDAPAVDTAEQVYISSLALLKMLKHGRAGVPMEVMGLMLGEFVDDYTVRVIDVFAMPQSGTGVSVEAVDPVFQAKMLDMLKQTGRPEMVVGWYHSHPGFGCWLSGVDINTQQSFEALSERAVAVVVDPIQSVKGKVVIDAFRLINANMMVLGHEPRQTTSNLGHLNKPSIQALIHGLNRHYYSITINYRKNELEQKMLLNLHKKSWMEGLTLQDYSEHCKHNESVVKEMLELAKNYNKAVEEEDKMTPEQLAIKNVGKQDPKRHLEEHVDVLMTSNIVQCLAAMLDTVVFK
MsrA inh – bovine MsrA enzyme inhibitors, primary screen, biochemical, absorbance, HTS. 360,000 tested, 0.75% active. inhibition, % at 15.5 µM. purified bovine MsrA, absorbance read-out. Methionine sulfoxide reductase A (Bos taurus); in the data active = inhibition above about 4.5%;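 note: 0% = vehicle wells with enzyme and 100% = reference inhibitor wells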
SUMO1 PPI mod – modulators of SUMO1 protein-protein interactions, primary screen, biochemical, uHTS; Small ubiquitin-related modifier 1 (Homo sapiens), P63165; SUMO1 binding to a labelled peptide, TR-FRET, 1 h; inhibition, % at 20 µM; 360,000 tested, 0.33% active; in the data active = inhibition above about 37%
CSN deneddyl inh – inhibitors of CSN-mediated cullin deneddylation, primary screen, biochemical, fluorescence polarization, uHTS | COP9 signalosome complex subunit 5 (Homo sapiens), Q92905 | Purified CSN, SCF-Nedd8-OG deneddylation | 360,000 tested, 0.38% active | inhibition, % at 12.5 µM;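 active = pattern-corrected inhibition above about 35%, with an unprinted fluorescence ratio check between 0.5 and 1.5, limit read from the data, passing the limit was not always enough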;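 note: 0% = enzyme with substrate and 100% = substrate without enzyme; some results filed as inactive read as strong as hits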
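test system = HEK293T-derived human Csn5 enzyme | amount = 0.24 nM Csn5 enzyme, final concentration | medium = Tris/NaCl/DTT buffer, pH 7.5 | schedule = 90 min reaction at room temperature | signal = FP | evaluation = inhibition of Csn5 cleavage, % | compound dosing = single dose of 12.5 µM compound with 0.25% DMSO | probe or stimulus = 10 nM SCFSkp2-Nedd8OG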
TbMetRS inhib – T. brucei MetRS inhibitors, primary screen, biochemical, luminescence | methionyl-tRNA synthetase (Trypanosoma brucei brucei) | purified T. brucei MetRS, ATP depletion, Kinase-Glo luminescence | inhibition, % at 11.9 µM | 360,000 tested, 0.4% active | AID 624268, 2012;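 active = inhibition above a per-plate cutoff of the control wells' mean inhibition plus 3 SD, cut at about 5.5% in these data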;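 note: 0% = DMSO wells median and 100% = median of wells with control inhibitor compound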
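Material: parasite MetRS enzyme / Replication: singlicate, one well per compound / Signal: luminescence of leftover ATP / Schedule: 2 h aminoacylation at 25 °C after 15 min preincubation / Medium: HEPES-MgCl2-KCl buffer plus DTT, spermine, BSA, pyrophosphatase / Doses: 11.9 µM single point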
NadD block – inhibitors of S. aureus NadD, primary screen, biochemical, colorimetric, uHTS. 360,000 tested, 0.78% active. purified NadD enzyme, colorimetric absorbance read-out. AID 602399, 2012. inhibition, % at 20 µM. Nicotinate-nucleotide adenylyltransferase NadD (Staphylococcus aureus N315); in the data active = inhibition above about 26%; note: some compounds past the cut are filed as inactive
DNMT1 inh – human DNMT1 methyltransferase inhibitors, primary screen, biochemical, molecular beacon, fluorescence, HinP1I cleavage, uHTS; DNA (cytosine-5)-methyltransferase 1 (Homo sapiens), P26358; inhibition (reported as % activation of signal), % at 10 µM; 360,000 tested, 0.83% active; in the data active = inhibition above about 50%
STEP block – STEP phosphatase inhibitors, primary screen, biochemical, fluorescence intensity, uHTS. inhibition, % at 20 µM. 360,000 tested, 0.25% active. Tyrosine-protein phosphatase non-receptor type 5 (Homo sapiens), P54829. recombinant STEP, OMFP fluorogenic substrate;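 active = inhibition at 20 µM, scaled per plate between control wells, above about 37%, limit read from the data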;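 note: 0% = DMSO with enzyme and substrate and 100% = substrate only without enzyme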
Target sequence (P54829 whole entry, looked up): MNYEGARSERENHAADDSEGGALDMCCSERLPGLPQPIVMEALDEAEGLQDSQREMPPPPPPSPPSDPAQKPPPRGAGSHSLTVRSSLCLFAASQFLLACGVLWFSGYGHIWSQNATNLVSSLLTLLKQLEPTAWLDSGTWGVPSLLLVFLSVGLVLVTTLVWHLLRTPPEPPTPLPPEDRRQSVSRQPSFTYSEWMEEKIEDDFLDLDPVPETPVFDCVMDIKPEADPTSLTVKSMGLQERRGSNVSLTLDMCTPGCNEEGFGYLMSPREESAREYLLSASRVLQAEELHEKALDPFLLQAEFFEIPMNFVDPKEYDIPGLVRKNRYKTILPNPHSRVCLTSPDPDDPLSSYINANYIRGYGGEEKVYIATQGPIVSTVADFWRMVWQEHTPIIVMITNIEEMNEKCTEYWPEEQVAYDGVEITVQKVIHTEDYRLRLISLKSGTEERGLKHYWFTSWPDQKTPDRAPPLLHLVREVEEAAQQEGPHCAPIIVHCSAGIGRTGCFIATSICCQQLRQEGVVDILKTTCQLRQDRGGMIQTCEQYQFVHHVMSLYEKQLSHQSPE
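Assay system: isolated STEP enzyme / Timing: 20 min at room temperature, dark / Doses: 20 µM, 1% DMSO / Technique: fluorescence intensity, excitation 480 nm, emission 540 nm / Reagent: fluorogenic phosphatase substrate OMFP at 25 µM final / Measure: percent inhibition scaled to no-enzyme and uninhibited-enzyme controls, plate-pattern corrected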
LMPTP block – LMPTP phosphatase inhibitors, primary screen, biochemical, fluorescence intensity, uHTS; recombinant LMPTP-A, OMFP fluorogenic substrate; inhibition, % at 20 µM; 360,000 tested, 0.22% active; AID 651560, 2012;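 active = compounds that cut the enzyme signal by at least half of the control window in the single-dose screen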;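 note: plate controls were DMSO wells with enzyme plus substrate for no effect and substrate without enzyme for full effect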
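Assay system: LMPTP-A enzyme. Input: 0.625 nM LMPTP-A final. Probe or stimulus: 400 µM OMFP. Compound dosing: single 20 µM dose. Schedule: 50 min dark incubation at room temperature. Detection: fluorescence intensity of OMFP turnover product. Read-out: percent inhibition versus substrate-only and uninhibited controls. Benchmarks: no-enzyme low control, uninhibited high control.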
Numbers without * were called inactive; i = inactive; / = no result given.

SMILES | Scp-1 inhibitor | Rpn11 block | MsrA inh | SUMO1 PPI mod | CSN deneddyl inh | TbMetRS inhib | NadD block | DNMT1 inh | STEP block | LMPTP block
COc1ccc(OC)c(C(=O)c2ccc(C(=O)Nc3ccccc3)cc2)c1 | -5.2 | i | -1.2 | -1.2 | -16.6 | 0.5 | -3.7 | 1.6 | 0.2 | -0.5
COc1cc(/C=N/NC(=O)c2ccc3nc[nH]c3c2)ccc1O | -9.0 | i | 4.2 | -12.0 | 0.9 | 0.3 | -9.0 | 0.6 | -0.7 | -1.3
O=C(c1cc(F)c(F)cc1Cl)N1CCN(c2ncccn2)CC1 | -5.1 | i | -0.1 | -8.3 | -3.0 | -0.2 | 9.0 | 0.7 | 0.0 | -1.0
CCOc1ccc(NC(=O)c2cccc(-n3cnnn3)c2)cc1 | -4.7 | i | -0.3 | -1.8 | -0.8 | -0.4 | -2.5 | -0.7 | 1.6 | -0.8
Cc1ccc2c(c1)C1(OCCCO1)C(=O)N2 | 0.3 | i | -1.1 | -2.1 | 2.0 | -0.2 | 7.2 | 1.2 | 1.5 | -0.8
COc1cc(NC(=O)c2cccc(Cl)c2)c(OC)cc1NC(=O)CN1CCOCC1 | -0.4 | i | 0.8 | 5.6 | 0.1 | -1.8 | 0.3 | -4.1 | -5.3 | -1.5
Cc1ccc(C)c(N2CCN(C(=O)Cc3ccc(-n4c(=O)[nH]c5ccsc5c4=O)cc3)CC2)c1 | -14.0 | i | -0.5 | 2.6 | 0.9 | -0.7 | 16.0 | -9.1 | -0.8 | 2.7
CC(Oc1ccc(Cl)cc1)C(=O)Nc1ccccc1N1CCOCC1 (configuration not stated) | -7.6 | i | -1.8 | -3.5 | 0.0 | -0.1 | -1.8 | 1.6 | 0.6 | 0.9
COc1ccccc1NC(=O)/C(=C\c1cccnc1)NC(=O)c1ccccc1 | -7.2 | i | 0.4 | 0.6 | -0.5 | -0.1 | -8.7 | 0.3 | -0.2 | 0.7
O=C(O)c1sc2cccc(Cl)c2c1Cl | -5.2 | i | 0.8 | -3.4 | -6.2 | -0.9 | 7.6 | 2.2 | 0.8 | 2.6
Cc1ccc(F)c(C(=O)N2CCCC(C)(C(=O)NS(=O)(=O)C3CC3)C2)c1F (configuration not stated) | / | i | / | 17.2 | 0.0 | 0.0 | -8.1 | 0.1 | -1.4 | -1.7
COCCN(CCOC)S(=O)(=O)c1ccc(Cl)nc1 | -5.2 | i | 0.0 | 2.0 | 7.3 | -0.3 | -4.9 | 0.2 | -3.6 | -0.7
Brc1ccc(-c2nnc(-c3cccc(Br)c3)o2)cc1 | -10.4 | i | 0.3 | 1.2 | 2.2 | -0.4 | 4.7 | 1.2 | -0.7 | 1.4
O=C(Cc1ccc(F)cc1)Nc1ccc2[nH]ncc2c1 | -9.5 | i | -0.1 | 2.7 | -0.9 | -0.1 | -5.4 | 0.7 | -2.2 | -3.5
CCOc1ncccc1C(=O)Nc1ccc(S(=O)(=O)N2CC(C)CC(C)C2)cc1 (configuration not stated) | -9.5 | i | -0.4 | -9.5 | 3.1 | -0.3 | -6.4 | -6.0 | 0.6 | -1.5
O=C(NCc1ccc2c(c1)OCO2)c1cc(S(=O)(=O)N2CCCCC2)ccc1F | -4.4 | i | -0.9 | 3.8 | 0.1 | 0.5 | -7.1 | -6.9 | 2.0 | 1.7
Cc1cc(C)c(C(=O)NCC(=O)c2ccccc2)c(C)c1 | -16.9 | i | -1.1 | 1.2 | -1.1 | 0.8 | -4.3 | 3.1 | -0.9 | -0.5
CC1CCC(NC(=O)c2nn(C)c3c2CSc2ccccc2-3)CC1 (configuration not stated) | -9.6 | i | 0.6 | 1.0 | -1.9 | -0.4 | -8.7 | -2.6 | 0.0 | 0.0
CCOc1cc(C(=O)O/N=C(\N)c2ccccn2)cc(OCC)c1OCC | -6.5 | i | -0.1 | -2.2 | -1.4 | -0.3 | -3.6 | 0.4 | -2.4 | 0.9
Cn1c(=O)oc2cc(S(=O)(=O)N3CCC(C(=O)N4CC=C(c5ccccc5)CC4)CC3)ccc21 | 7.0 | i | 0.0 | 3.7 | -2.1 | -0.3 | 3.6 | -2.1 | 0.9 | -1.3

Rewritten as comma-separated lines: entries from further up.
Compound,Scp-1 inhibitor,Rpn11 block,MsrA inh,SUMO1 PPI mod,CSN deneddyl inh,TbMetRS inhib,NadD block,DNMT1 inh,STEP block,LMPTP block
O=C(Cc1ccc(F)cc1)Nc1ccc2[nH]ncc2c1,-9.5,i,-0.1,2.7,-0.9,-0.1,-5.4,0.7,-2.2,-3.5
CCOc1ncccc1C(=O)Nc1ccc(S(=O)(=O)N2CC(C)CC(C)C2)cc1 (configuration not stated),-9.5,i,-0.4,-9.5,3.1,-0.3,-6.4,-6.0,0.6,-1.5
O=C(NCc1ccc2c(c1)OCO2)c1cc(S(=O)(=O)N2CCCCC2)ccc1F,-4.4,i,-0.9,3.8,0.1,0.5,-7.1,-6.9,2.0,1.7
Cc1cc(C)c(C(=O)NCC(=O)c2ccccc2)c(C)c1,-16.9,i,-1.1,1.2,-1.1,0.8,-4.3,3.1,-0.9,-0.5
CC1CCC(NC(=O)c2nn(C)c3c2CSc2ccccc2-3)CC1 (configuration not stated),-9.6,i,0.6,1.0,-1.9,-0.4,-8.7,-2.6,0.0,0.0
CCOc1cc(C(=O)O/N=C(\N)c2ccccn2)cc(OCC)c1OCC,-6.5,i,-0.1,-2.2,-1.4,-0.3,-3.6,0.4,-2.4,0.9
Cn1c(=O)oc2cc(S(=O)(=O)N3CCC(C(=O)N4CC=C(c5ccccc5)CC4)CC3)ccc21,7.0,i,0.0,3.7,-2.1,-0.3,3.6,-2.1,0.9,-1.3

(more compounds)
SMILES | Scp-1 inhibitor | Rpn11 block | MsrA inh | SUMO1 PPI mod | CSN deneddyl inh | TbMetRS inhib | NadD block | DNMT1 inh | STEP block | LMPTP block
CN1C2C=C3C(C#N)=C(N)C(C#N)(C#N)[C@@H](c4ccc(Cl)cc4)[C@@H]3C1CC2 (some centres not stated) | -5.6 | i | 0.7 | -3.1 | 0.5 | -0.1 | 3.7 | 0.6 | 0.6 | 0.1
O=C(O)C1C2CCC(C2)C1C(=O)NCCc1cccc(Cl)c1 (configuration not stated) | -9.5 | i | -1.0 | 1.4 | -3.0 | -0.5 | 2.4 | -1.6 | -3.9 | -1.1
CN(Cc1nccs1)C(=O)C1CCC(=O)N(Cc2ccccc2F)C1 (configuration not stated) | 3.8 | i | 0.6 | 2.7 | 1.3 | -0.3 | -1.9 | 0.1 | -0.7 | 0.0
NC(=O)C1CCN(CC(=O)Nc2nc(-c3ccccc3)cs2)CC1 | 1.3 | i | 3.4 | 1.2 | -0.9 | -1.3 | -3.6 | -0.1 | 1.9 | -0.5
CC(C)c1ccc(-c2nn[nH]n2)cc1 | -5.8 | i | 0.6 | -4.5 | 1.7 | -0.9 | -1.6 | -2.3 | 1.0 | -0.8

Screening results from PubChem BioAssay.
